MEP2 TOR yeast: modulators of TOR pathway MEP2-GFP in S. cerevisiae; S. cerevisiae MEP2-GFP strain, flow cytometry GFP, 3 h; 100% = DMSO control level; GFP response vs DMSO, % at 10 µM; actives 0.51% (n = 330,000); AID 2016;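 active = GFP response versus DMSO above a set limit, roughly screen mean plus 3 SD, cut at about 180% in these data; inconclusive = fewer than 70 cells counted for a yeast strain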;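 also: median GFP fluorescence of the barcode-gated MEP2-GFP cells per well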
RPL19A TOR yeast: alters RPL19A-GFP fluorescence in TOR pathway yeast screen; S. cerevisiae RPL19A-GFP strain, flow cytometry, 3 h; hits give low values; percent response vs DMSO, % at 10 µM; actives 0.3% (n = 330,000);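 active = percent response vs DMSO below 50%; inconclusive = fewer than 70 events counted for the yeast strain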;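 also: median channel GFP fluorescence of the barcoded RPL19A-GFP strain; ratio of sample median GFP to plate DMSO average so 100% = DMSO; lower means less RPL19A-GFP as with rapamycin TOR inhibition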
AHR act: activates the human aryl hydrocarbon receptor; P35869; AHR-responsive luciferase reporter cells, luminescence; activation, % at 5 µM; actives 2.5% (n = 320,000); AID 2796; in the data active = activation above about 47%;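 also: 0% = vehicle wells and 100% = reference agonist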
ZTA counter: ZTA (EBV) inhibition in EBNA-1 counter-screen; actives 0.15% (n = 320,000); AID 2234; ZTA-DNA binding, fluorescence polarization; P03206; inhibition, % at 11 µM; in the data active = inhibition above about 33%
procasp3 activ: activates human procaspase-3. P42574. recombinant procaspase-3 D3A, Ac-DEVD-pNA absorbance 405 nm. activation, % at 8.5 µM. actives 0.11% (n = 330,000). AID 463141;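 active = activation above the mean of all tested compounds plus 3 SD, cut at about 21% in these data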;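 also: 0% = DMSO alone and 100% = DMSO wells spiked with extra 5 µM PC-3 D3A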
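assay system = Procaspase-3 D3A mutant | signal = absorbance at 405 nm, 0 and 120 min | times = 1 h preincubation plus 2 h reaction at 25 °C | repeats = single replicate | read-out = % activation between DMSO and enzyme-spiked controls | medium = Zinc-free HEPES saline buffer with Triton X-100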
EBNA-1 inh: blocks EBNA-1 binding to DNA | EBNA-1 DNA binding, fluorescence polarization | inhibition, % at 14.8 µM | actives 0.34% (n = 300,000) | AID 1950; in the data active = inhibition above about 28%
proCasp7 act: activates human procaspase-7, counter-screen for procaspase-3 activators; P55210; recombinant procaspase-7, Ac-DEVD-pNA absorbance 405 nm; D23A/D198A/D206A triple mutant, cannot self-cleave; scale: DMSO 0, 5 µM enzyme 100; activation, % at 8.5 µM; actives 0.093% (n = 330,000); AID 463210;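 active = percent activation above the screen-wide mean plus 3 SD, cut at about 25% in these data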
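Replicates: singlicate. Assay system: Procaspase-7 triple mutant (PC-7 D3A). Signal: 405 nm absorbance of p-nitroaniline. Times: 1 h preincubation, 2 h reaction. Buffer or medium: Zinc-free HEPES pH 7.4 with 300 mM NaCl, 0.01% Triton X-100. Also added: DEVD-pNA substrate. Benchmarks: DMSO wells as 0%, DMSO with 5 µM added PC-7 as 100%.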
LAP4-GFP MLPCN: alters LAP4-GFP fluorescence in TOR pathway yeast screen | S. cerevisiae LAP4-GFP multiplex, flow cytometry GFP, 3 h; median GFP as percent of DMSO wells | GFP response vs DMSO, % at 10 µM | actives 0.34% (n = 320,000) | AID 2023;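 active = GFP response vs DMSO above a set limit, about the screen mean plus 3 SD, cut at about 150% in these data; inconclusive = under 70 cell events counted for the yeast strain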
Starred values were filed as active, the others as inactive; ? = inconclusive; · = no result given; [ ] = dose if it differs, or a comment.

SMILES	MEP2 TOR yeast	RPL19A TOR yeast	AHR act	ZTA counter	procasp3 activ	EBNA-1 inh	proCasp7 act	LAP4-GFP MLPCN
COC(=O)C(C)Oc1cc(OC(C)C(=O)OC)c2c(-c3ccccc3)cc(=O)oc2c1 (stereo unspecified)	90.0	92.7	-0.3	10.9	1.3	-6.0	0.8	85.5
Cn1c(=O)c2c(nc(NCCCO)n2Cc2cccc(Br)c2)n(C)c1=O	104.2	103.3	1.5	-0.2	-1.1	2.7	7.2	95.5
COC(=O)C(CCCCNC(=O)OCc1ccccc1)NC(=O)CN (stereo unspecified)	108.1	104.4	4.7	7.5	0.3	1.8	-2.7	101.9
O=C(c1ccc(F)cc1)N(Cc1ccco1)C1CCS(=O)(=O)C1 (stereo unspecified)	107.4	103.7	-2.7	-12.0	8.7	-3.5	-0.3	100.1
O=C(/C=C/c1ccccc1)NNC(=O)c1cccnc1	100.0	93.9	1.6	12.0	-0.3	-11.1	-4.0	95.1
CCCc1cc(NC(=O)CCl)n(-c2ccccc2)n1	98.2	97.6	6.4	7.3	0.2	7.3	-1.8	94.1
CC(=O)CSc1nc(C(F)(F)F)cc(=O)n1-c1ccccc1	91.0	88.2	1.4	17.1	6.6	6.9	16.8	85.3
O=C(CSc1ccc(F)cc1)Nc1ccc(C2SCCS2)cc1	97.7	95.9	3.6	10.0	-12.2	11.9	4.9	112.2
CCn1c(C)nc2cc(C(=O)N/N=C/c3ccc(OC)cc3)ccc21	96.4	99.4	-3.4	-11.7	-2.2	-15.0	2.8	97.1
N#Cc1cnn(-c2nc(SCc3ccccc3)nc3sc4c(c23)CCCC4)c1N	101.2	95.5	23.3	17.3	-10.1	3.1	6.8	89.5
CCOc1ncccc1C(=O)OCC(=O)N(CC)c1ccccc1	99.7	105.4	-0.9	4.9	-0.5	-0.3	7.4	98.6
Cc1ccccc1C(=O)NC1CC2CCCC(C1)N2Cc1ccccc1 (stereo unspecified)	105.0	102.2	1.3	10.5	-3.4	11.6	-2.6	110.2
CCCS(=O)(=O)c1nc(S(=O)(=O)c2ccc(C)cc2)c(NCCCN2CCCC2=O)s1	99.2	100.8	-0.5	5.6	10.6	-10.3	7.0	95.8
Cc1cc(C(F)F)nn1CC(=O)NCc1ccc(Cl)cc1Cl	97.7	95.6	0.5	2.7	0.1	-3.2	-2.8	96.5
COc1ccc(C2=NO[C@@H]3C(=O)N(c4cccc(C)c4C)C(=O)[C@H]23)cc1OC	90.8	96.1	-0.6	-8.1	4.9	-1.5	5.3	95.6
COc1ccccc1OCCCOc1ccc([N+](=O)[O-])cc1Cl	97.1	94.9	20.3	-16.6	3.5	7.0	3.4	104.2
O=C(NNC(=O)c1cc(S(=O)(=O)N2CCOCC2)c(Cl)cc1Cl)c1ccccc1F	103.2	98.8	2.3	·	3.3	·	8.1	100.9
CCOC(=O)C1=C(C)NC(SC)=C(C#N)C1CC(C)C (stereo unspecified)	108.4	100.0	-0.9	-6.3	-1.6	-4.5	-1.4	110.2
CC1CC1C(=O)Nc1nc2ccc(Cl)cc2s1 (stereo unspecified)	101.8	94.7	67.2*	6.5	-1.5	5.9	9.5	·
COc1ccccc1Cc1nc2ccccc2n1S(=O)(=O)c1ccc(Cl)cc1	98.4	98.0	-0.9	0.6	6.7	0.9	6.1	91.4
Cc1cc(=O)oc(C)c1C(=O)NCC(C)C	103.7	101.5	-1.3	-7.7	2.2	0.1	1.9	94.1
O=C(COc1ccc(Cl)cc1)N/N=C/CCc1ccccc1	99.4	102.8	4.8	-19.0	-2.8	9.5	-3.4	97.8
O=C(COC(=O)CN1C(=O)NC2(CCCC2)C1=O)NCc1ccc(Cl)cc1Cl	108.2	105.0	-0.9	·	4.0	·	-0.1	91.7
COc1cc2[nH]c(=S)n(CCN3CCCCC3C)c(=O)c2cc1OC (stereo unspecified)	101.6	96.7	7.8	6.2	-2.6	2.8	-2.2	106.6
COc1ccc2[nH]c(=O)c(CN(CC3CCCO3)C(=S)Nc3ccc(C)cc3)cc2c1 (stereo unspecified)	101.8	103.3	4.2	-1.8	2.2	3.6	5.1	92.9
COC(=O)CN(c1ccc(C(C)C)cc1)S(=O)(=O)c1c(C)[nH]c(=O)[nH]c1=O	104.3	97.5	0.9	-6.7	6.9	2.2	-0.5	105.1
O=Cc1c(N2CCSCC2)nc2ccccn2c1=O	107.3	106.2	0.3	3.7	-1.6	4.2	3.7	·
CN(C(=O)c1ccc(S(=O)(=O)N2CCCCC2)cc1)C1CCS(=O)(=O)C1 (stereo unspecified)	99.0	96.6	-0.8	1.1	5.3	-10.9	7.7	93.5
COc1cc(/C=C/C(=O)OCC(=O)N2CCc3ccccc3C2)ccc1O	108.7	107.3	-0.6	0.4	4.9	9.0	4.7	103.0
CCn1nc(C)cc1C(=O)OCC(=O)c1ccc(Cl)cc1	96.4	99.9	-3.4	-6.2	-5.8	12.7	9.5	87.8

A portion from further up, as a working copy:
SMILES	MEP2 TOR yeast	RPL19A TOR yeast	AHR act	ZTA counter	procasp3 activ	EBNA-1 inh	proCasp7 act	LAP4-GFP MLPCN
Cc1cc(=O)oc(C)c1C(=O)NCC(C)C	103.7	101.5	-1.3	-7.7	2.2	0.1	1.9	94.1
O=C(COc1ccc(Cl)cc1)N/N=C/CCc1ccccc1	99.4	102.8	4.8	-19.0	-2.8	9.5	-3.4	97.8

(listing goes on)
SMILES	MEP2 TOR yeast	RPL19A TOR yeast	AHR act	ZTA counter	procasp3 activ	EBNA-1 inh	proCasp7 act	LAP4-GFP MLPCN
COc1ccc(OCc2nnc(SCC(=O)N3CCCC3)o2)cc1	106.8	105.0	1.3	-2.4	-6.5	-12.4	1.0	90.6
CC(=O)C1=C(O)C(=O)N(CCc2ccccc2)C1c1ccccc1[N+](=O)[O-] (stereo unspecified)	102.7	114.5	49.2*	-0.5	-18.9	-2.3	-27.9	102.4
CCN(CC)C(=O)n1cnc(-c2ccccc2)c1-c1ccccc1	101.4	100.7	5.5	-3.5	-6.4	-16.1	3.3	100.2
CC(OC(=O)CCCN=C1NS(=O)(=O)c2ccccc21)C(=O)Nc1ccccc1[N+](=O)[O-] (stereo unspecified)	98.3	98.6	1.7	-2.8	7.3	6.8	3.6	105.9
C/C(=N\NC(=O)CSCc1cccc(Br)c1)c1ccc([N+](=O)[O-])cc1	100.8	101.0	-1.6	1.7	3.6	0.4	-6.6	101.7
COc1ccc(S(=O)(=O)N2CCC(O)(c3ccc(Cl)cc3)CC2)cc1	96.5	94.3	8.2	-11.7	5.4	-12.2	-9.1	95.9
S=C(NCCc1ccc(Cl)cc1)NC1CC1	104.6	96.3	2.4	9.2	-3.1	2.1	3.4	93.5
CN1CCN(S(=O)(=O)c2ccc3c4c(cccc24)C(=O)N3)CC1	100.6	99.4	-1.7	-1.2	-3.1	4.3	-3.0	95.8
Cc1ccc2[nH]c(=O)c(CN(CCO)C(=O)NCc3ccccc3)cc2c1	100.2	101.6	2.7	22.3	0.6	-2.5	3.8	102.5
O=C(N/C(=C\c1cccs1)C(=O)N1CCOCC1)c1ccco1	100.3	102.5	-0.4	-10.6	-1.1	-8.6	-7.2	97.0

An excerpt from above in order of their number in EBNA-1 inh, falling.
compound | MEP2 TOR yeast | RPL19A TOR yeast | AHR act | procasp3 activ | EBNA-1 inh | LAP4-GFP MLPCN
CCn1nc(C)cc1C(=O)OCC(=O)c1ccc(Cl)cc1 | 96.4 | 99.9 | -3.4 | -5.8 | 12.7 | 87.8
CC(=O)CSc1nc(C(F)(F)F)cc(=O)n1-c1ccccc1 | 91.0 | 88.2 | 1.4 | 6.6 | 6.9 | 85.3
COc1cc2[nH]c(=S)n(CCN3CCCCC3C)c(=O)c2cc1OC (stereo unspecified) | 101.6 | 96.7 | 7.8 | -2.6 | 2.8 | 106.6

(continued)
SMILES	MEP2 TOR yeast	RPL19A TOR yeast	AHR act	ZTA counter	procasp3 activ	EBNA-1 inh	proCasp7 act	LAP4-GFP MLPCN
COc1ccc(OC)c(NC(=O)Cc2cccs2)c1	105.4	107.8	16.8	-15.5	-13.6	-8.5	-3.5	99.4
O=C(c1ccc(Br)o1)N1CCN=C1SCc1cccnc1	106.9	99.3	4.4	0.4	6.1	2.6	-3.0	99.2
O=c1cc(/N=C/c2coc3c(ccc4ccccc43)c2=O)[nH]c(=S)[nH]1	104.4	104.7	43.0	-4.1	1.8	10.0	-12.1	96.5
COC(=O)Nc1ccc(S(=O)(=O)N2CCC(C(=O)NC3CCCCC3)CC2)cc1	95.5	93.4	-0.3	5.8	3.5	-7.1	2.6	98.4
S=C(c1cccs1)N1CCCC1	100.3	100.9	2.7	11.7	-6.8	-5.5	5.6	102.1
COc1cc(CN2CCN(Cc3ccco3)CC2)cc(OC)c1	102.7	100.8	4.0	2.7	3.9	7.1	1.9	92.9
COc1cccc(-c2ccc(NC(=O)C3CCCN(CCCn4cccn4)C3)cc2)c1 (stereo unspecified)	100.2	92.5	5.0	0.5	7.1	-1.4	1.6	96.4
O=C(CCCCCN1C(=O)[C@@H]2Cc3ccccc3CN2C1=O)Nc1ccccc1Cl	103.7	102.6	6.0	-5.3	8.5	-2.5	19.2	94.6
Cc1cccc(C(=O)Nc2ccc(C(=O)N/N=C/c3ccc(C)o3)cc2)c1	101.8	104.1	-2.9	-22.4	-6.2	-5.3	10.8	93.7
CCOC(=O)C1CCN(c2cc3c(cc2NC(=O)c2ccc(F)cc2)n(C)c(=O)n3C)CC1	101.8	101.3	0.8	-1.0	5.3	-10.4	6.5	93.7
COc1cc2c(cc1O)CCN(C(=O)CSc1nncn1C)[C@@H]2C	94.7	97.7	0.2	4.4	7.0	·	7.0	105.3
COCC(=O)N(C)C[C@H]1N[C@@](Cc2ccccc2)(C(=O)OC)[C@H]2C(=O)N(Cc3ccccc3)C(=O)[C@@H]12	90.5	86.7	0.2	·	-3.0	·	8.0	82.0
C=CCNc1oc(-c2cccs2)nc1C#N	92.5	91.4	-0.1	-6.8	3.1	6.6	1.0	95.7
O=C(CSC1=NCCS1)N1CCCC1	104.6	98.3	0.0	0.5	-1.3	-15.5	5.5	94.8
COc1ccc(N2CCN(C(=O)Cc3ccc(Br)cc3)CC2)cc1	94.6	98.8	0.6	-2.1	0.5	-8.6	-6.1	92.1
NC(=O)COC(=O)CSc1cccc2cccc(Cl)c12	104.3	94.4	2.5	10.9	8.3	8.1	12.1	104.7
Cc1ccc(NC(=O)COc2ccc(S(=O)(=O)N3CCOCC3)cc2)cc1	101.2	95.4	-1.7	-8.4	-5.9	-6.3	4.1	98.4
CCS(=O)(=O)N1CCC(c2nc(-c3ccc(C(F)(F)F)cc3)no2)CC1	97.2	94.7	-0.4	9.7	0.8	15.2	-1.3	101.1
CCN(CC(=O)NC1CCS(=O)(=O)C1)S(=O)(=O)c1ccc(Br)cc1 (stereo unspecified)	91.8[may fluoresce red]	?	0.2	·	-4.9	·	-8.3	85.4[may fluoresce red]
C/C(CC(=O)N1CCN(C=O)CC1)=N\NC(=O)c1ccc(Br)cc1	102.2	99.7	5.8	1.5	1.5	-2.3	1.2	98.2
CN(C)S(=O)(=O)c1cccc(NC(=O)CC23CC4CC(CC(C4)C2)C3)c1	92.5	102.6	-1.5	-1.2	-10.0	2.0	7.6	78.3
CCOC(=O)c1cccc(NC(=O)C2CCCN(S(=O)(=O)c3c(C)nn(C)c3C)C2)c1 (stereo unspecified)	113.1	98.3	0.7	-9.4	1.5	12.8	0.5	103.8
COC(=O)C1=C(C)N=C2SCCC(=O)N2C1c1ccc(C(=O)OC)cc1 (stereo unspecified)	96.5	92.9	1.3	-7.4	-0.4	13.0	10.3	93.8

Source: PubChem BioAssay
